Ecoli viability: counter-screen for AddAB inhibitors: E. coli growth inhibition; E. coli V3065 growth, OD600 absorbance, 18 h; inhibition, % at 11.9 µM; 0.27% of 330,000 active;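 active = inhibition above the campaign's mean inhibition across all tested compounds plus 3 SD, cut at about 9.9% in these data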;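 note: uninfected addAB+ strain grown without phage in ampicillin broth; 0% = DMSO wells and 100% = ciprofloxacin 0.95 µg/ml wells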
SUMO Mot1 rescue: inhibitors of SUMOylation pathway: yeast Mot1-301 growth rescue; S. cerevisiae Mot1-301 growth rescue, ATP luminescence, 38.5C; percent above DMSO median, 100 means doubled; growth rescue, % at 18.8 µM; 1% of 320,000 active;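 active = every valid replicate shows activation above 250% relative to neutral control wells; inactive = the rest, any valid replicate at or below 250%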;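 note: OY570 slx delta 5 strain wells were the positive control but not used for scaling; some compounds called inactive have numbers as strong as hits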
AddAB inh: less growth of phage-infected E. coli with AddAB; inhibition, % at 11.9 µM; 0.29% of 330,000 active; E. coli expressing H. pylori AddAB, absorbance growth; in the data active = inhibition above about 12%;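 note: 0% = vehicle wells of infected cells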
phage Ecoli inh: E. coli growth loss with phage present | growth absorbance | inhibition, % at 11.9 µM | 0.26% of 360,000 active; in the data active = inhibition above about 11%
* marks the source's active call; other numbers are inactive results. A portion of the library; rates above refer to the full screens.

Results follow in this order: Ecoli viability | SUMO Mot1 rescue | AddAB inh | phage Ecoli inh
CC(C)OCCCNC1=C(Cl)C(=O)c2ccccc2C1=O
→ -1.3 | 2.6 | 5.2 | -0.4
Cc1nn(CC(=O)NCc2ccc(OC(C)C)cc2)c(=O)c2cc3occc3n12
→ -0.1 | 8.3 | 3.5 | 0.6
CCOC(=O)Nc1ccc2c(CN3C(=O)NC(CC)(CC)C3=O)cc(=O)oc2c1
→ -1.1 | -1.3 | -2.1 | 0.0
COc1ccc(C2=CSC3=NCCN23)cc1Br
→ 1.1 | 16.7 | 2.1 | 3.5
O=C(Cc1nnc(NC(=O)Nc2ccc(F)cc2)s1)NCc1ccccc1
→ -1.5 | -0.6 | 1.5 | 3.9
O=C(O)CC1(CC(=O)Nc2ccc(F)cc2F)CCCCC1
→ -2.0 | 4.0 | 1.8 | 0.1
CCOC(=O)c1cnc(-n2nc(C)cc2C)nc1Oc1ccc(C(=O)OC)cc1
→ -2.5 | 11.7 | -0.3 | 0.3
CCCCOc1ncnc2c1[nH]c1ccc(OC)cc12
→ -0.1 | 6.6 | 0.8 | 3.5
CCNc1c([N+](=O)[O-])c(=O)n(CC)c2ccccc12
→ 0.3 | -8.1 | 0.7 | 0.8
O=C(O)CC1(CC(=O)Nc2ccc(Oc3cccc(C(F)(F)F)c3)nc2)CCCC1
→ -1.8 | 2.8 | 1.5 | 1.4
C#CCNC(=O)C1=C[C@H](c2ccc3c(c2)OCO3)C[C@H](OCCCCO)O1
→ -0.4 | 8.9 | -0.2 | 0.3
Cc1ccc(C(=O)NC(=S)NCc2ccccc2)cc1Br
→ -0.9 | -5.4 | 1.4 | 3.5
CCCOc1ccc(/C(O)=C2/C(=O)C(=O)N(CCCn3ccnc3)C2c2cccnc2)cc1 (centres undefined)
→ -1.2 | -15.4 | 4.3 | 0.9
CN(C)C(=O)N(CCCN1CCOCC1)Cc1cccc2ccccc12
→ 0.2 | -1.9 | 0.1 | -0.2
OC(COc1ccc(OCC(O)CN2CCN(Cc3ccccc3)CC2)cc1)CN1CCN(Cc2ccccc2)CC1 (centres undefined)
→ 2.3 | 9.8 | 10.0 | 1.0
Cc1noc(NS(=O)(=O)c2ccc(NC(=O)C(F)(F)C(F)(F)C(F)(F)F)cc2)c1C
→ 1.3 | -3.2 | 2.5 | 2.4
Cc1ccc(-n2c(C)c([N+](=O)[O-])c3ccc(O)cc32)cc1
→ -2.3 | 0.4 | -0.2 | 1.5
COc1ccc(/C=N\NC(=O)c2cccc([N+](=O)[O-])c2)cc1Cn1cc([N+](=O)[O-])cn1
→ -1.6 | -1.7 | 1.1 | 7.0
COc1cc2c(cc1OC)C(C)N(S(=O)(=O)c1cn(C)cn1)CC2 (centres undefined)
→ 3.6 | -18.0 | 2.8 | 3.3
Clc1ccc2[nH]c3c(NCC4CCCO4)ncnc3c2c1 (centres undefined)
→ 5.0 | -35.8 | 7.4 | 6.6
CCOC(=O)C(C)c1c(C(=O)c2ccc(C)nc2)c2ccccc2n1C (centres undefined)
→ -0.7 | -11.7 | 2.9 | 0.5
N#Cc1ccc(COC(=O)c2ccccn2)cc1
→ 3.1 | -11.1 | 3.4 | -2.0
CCOC(=O)CCCNC(=O)CCNC(=O)c1ccc(OCCC(C)C)cc1
→ -1.2 | -13.2 | 0.8 | 1.5
C=CCn1cc(C(=O)OCC)c(=O)c2cc(F)c(F)cc21
→ -0.9 | -4.1 | 0.8 | 1.4
O=[N+]([O-])c1cccc(NC(=S)Nc2nc(-c3ccc(Cl)cc3Cl)cs2)c1
→ -1.0 | -0.8 | -0.4 | 2.0
COC(=O)c1ccc(/C=N/NC(=O)CCSc2nc3ccccc3s2)cc1
→ -1.3 | 8.1 | 1.0 | 2.2
CC(C)CC1NC(=O)c2ccccc2-n2c1nc1ccc(F)cc1c2=O (centres undefined)
→ 0.0 | 0.7 | 0.6 | -1.1
C[C@@H](Oc1ccccc1)c1nnn(Cc2ccccc2)c1-c1c([C@@H](C)Oc2ccccc2)nnn1Cc1ccccc1
→ 1.0 | 4.0 | 0.9 | -0.8
O=C1C2N=NN(CC(=O)N3N=C(c4ccccc4)CC3c3ccc([N+](=O)[O-])cc3)C2C(=O)N1c1ccccc1 (centres undefined)
→ 0.0 | -3.8 | 1.8 | 8.5
COc1cc(-c2ccc(NC(=O)NC3CC3)c(OC)c2)ccc1NC(=O)NC1CC1
→ 0.2 | -5.2 | 0.6 | -2.3

Fetched one by one from above, 5 records:
Results follow in this order: Ecoli viability | SUMO Mot1 rescue | AddAB inh | phage Ecoli inh
C[C@@H](Oc1ccccc1)c1nnn(Cc2ccccc2)c1-c1c([C@@H](C)Oc2ccccc2)nnn1Cc1ccccc1
→ 1.0 | 4.0 | 0.9 | -0.8
COC(=O)c1ccc(/C=N/NC(=O)CCSc2nc3ccccc3s2)cc1
→ -1.3 | 8.1 | 1.0 | 2.2
O=[N+]([O-])c1cccc(NC(=S)Nc2nc(-c3ccc(Cl)cc3Cl)cs2)c1
→ -1.0 | -0.8 | -0.4 | 2.0
CC(C)CC1NC(=O)c2ccccc2-n2c1nc1ccc(F)cc1c2=O (centres undefined)
→ 0.0 | 0.7 | 0.6 | -1.1
CCOC(=O)C(C)c1c(C(=O)c2ccc(C)nc2)c2ccccc2n1C (centres undefined)
→ -0.7 | -11.7 | 2.9 | 0.5

Going on with the list:
Results follow in this order: Ecoli viability | SUMO Mot1 rescue | AddAB inh | phage Ecoli inh
CCC(=O)N1CCc2cc(S(=O)(=O)CCC(=O)Nc3c(C)n(C)n(-c4ccccc4)c3=O)ccc21
→ -0.7 | 4.6 | 2.0 | 0.7
O=c1cc(C(O)C[N+](=O)[O-])occ1OCc1ccccc1 (centres undefined)
→ -2.4 | 9.7 | 1.4 | 0.3
N#CCC(=O)N/N=C/c1cc(-c2ccccc2)n(-c2ccc(Cl)cc2)c1-c1ccccc1
→ -0.5 | -0.6 | -0.6 | 1.5
CC(=O)Nc1ccc2c(c1)OCCOCCOc1cc(NC(C)=O)ccc1OCCOCCOCCO2
→ -1.1 | -1.3 | -2.0 | 2.9
N/C(=N\OC(=O)COc1cc(Cl)c(Cl)cc1Cl)c1ccncc1
→ -0.8 | 19.5 | -2.1 | 3.2
S=c1nccc(-c2ccc(Cl)cc2)[nH]1
→ 3.6 | -5.3 | 1.7 | 2.2
CN(C)c1ccc(C(=O)N/N=C/c2cc(Br)cc(Br)c2O)cc1
→ 1.9 | 14.2 | 1.3 | 5.1
O=C1NC(NS(=O)(=O)c2ccc(Cl)cc2)(C(F)(F)F)C(=O)N1CCc1ccccc1 (centres undefined)
→ 0.1 | -2.8 | 3.1 | 1.2
CN(C)c1ccc(NS(=O)(=O)c2ccc(-c3csnn3)cc2)cc1
→ -1.2 | 3.3 | 0.4 | 2.4
O=c1onc(-c2ccccc2)n1-c1cc(Cl)cc(Cl)c1
→ -0.4 | -18.2 | 1.1 | 2.7
Cn1c(CNC(=O)c2ccccc2F)nnc1SCc1nc2ccccc2c(=O)[nH]1
→ 2.0 | 16.1 | 2.8 | 4.4
NC(=O)c1c(/N=C/c2cccnc2)sc2c1CCCC2
→ 2.4 | -8.5 | 5.5 | 1.3
CCOc1ccc(NC(=O)c2ccc(NC(=O)c3ccc(NC(N)=O)cc3)cc2)cc1
→ -1.3 | -6.2 | -1.9 | -0.2
COc1ccc(/C=N/NC(=S)Nc2cc(C(F)(F)F)ccc2Cl)cc1
→ 2.3 | 29.9 | 3.3 | 3.6
COc1ccc(-c2[nH]nc3c2C(c2ccc(OC(=O)N4CCOCC4)cc2)C(C#N)=C(N)O3)cc1 (centres undefined)
→ 0.0 | 11.1 | 0.5 | 4.4
CN(CCO)c1ccc(C=NNc2ccc([N+](=O)[O-])cc2S(=O)(=O)Nc2ccccc2C(=O)O)cc1
→ -1.8 | -21.1 | 0.8 | 2.5
CCOC(=O)C1=C(c2ccc(O)cc2)NC(=O)NC1C (centres undefined)
→ 0.0 | -12.4 | 0.3 | -0.1
COc1ccc(CN(N=O)C2CC(=O)N(c3ccc(OC)cc3)C2=O)cc1 (centres undefined)
→ -3.0 | -8.1 | -0.3 | -2.4
Cc1ccc(-c2csc(NC(=O)CSc3nc(C)cc(=O)[nH]3)n2)cc1
→ -0.1 | -5.8 | 0.9 | 4.4
O=C(Cc1ccccc1)NNC(=S)NC(=O)c1cccs1
→ -8.3 | -11.6 | -5.7 | -3.8
CC1(C)CC(=O)C=C(Nc2cccc(C(F)(F)F)c2)C1
→ -2.5 | 11.8 | 4.2 | -1.2
N#Cc1c(Cl)cccc1N1CCC(C(N)=O)CC1
→ -0.7 | -4.9 | 2.3 | 2.6
Cc1cc(C(=O)CCl)c(C)n1-c1cccc(S(=O)(=O)N2CCOCC2)c1
→ -0.5 | 20.1 | 2.8 | 2.7
C/C(=N\Nc1nc(C(=O)O)cs1)c1ccccc1
→ -3.4 | -5.3 | -2.0 | 3.9
CCCn1nc(-c2ccccc2)c2nc3ccccc3nc21
→ 0.6 | -23.7 | 1.0 | 3.0
O=C(CNc1cccc2ccccc12)N/N=C/c1ccccn1
→ -1.0 | 3.9 | -5.6 | -2.4
COc1ccc(C(=O)c2c(-c3ccsc3)oc3ccc(-c4ccc(OC)cc4)cc23)cc1
→ -1.0 | -0.4 | 1.1 | 3.3
O=C(C1CCN(S(=O)(=O)N2CCOCC2)CC1)N1CCc2ccccc21
→ 0.3 | 206.2 | 4.2 | -0.4
Cc1ccc2c(=O)n3c(nc2c1)C(Cc1ccccc1)NC(=O)c1ccc(Cl)cc1-3 (centres undefined)
→ 0.5 | -9.2 | 2.6 | 2.7
CC1(C)CC(=O)C(C=NCC2CCN(C(=S)Nc3ccccc3)CC2)=C(O)C1
→ -0.2 | 23.7 | 2.3 | -2.0
CN(C(=O)CSc1nc2c(cnn2-c2ccccc2)c(=O)[nH]1)C1CCS(=O)(=O)C1 (centres undefined)
→ -1.0 | 3.7 | 0.7 | 1.8
C#CCOCCOCCOCCNc1nc(N2CCN(C(=O)C([C@@H](C)CC)n3cc(C(N)COC(=O)C(F)(F)F)nn3)CC2)nc(N2CCN(C(=O)[C@H](CCC(=O)O)n3cc(C(N)CC(C)C)nn3)CC2)n1 (some centres undefined)
→ -4.8 | 5.1 | -2.8 | 3.0
Cc1ccc(NS(=O)(=O)c2sc3ccc(Cl)cc3c2C)cc1
→ 2.3 | 665.3* | 3.4 | -0.9
CCn1nc(C)c(/C=N/NC(=O)Cn2cncn2)c1C
→ -1.0 | 7.0 | 1.6 | 1.9
CC(C)OCCCn1c(=NC(=O)c2cccs2)c(C#N)cc2c(=O)n3ccccc3nc21
→ -2.6 | 0.0 | -2.1 | 0.8
Cc1occc1-c1nnc(SCc2cc(=O)n3cc(Br)ccc3n2)n1C
→ -1.7 | 15.3 | 0.5 | 1.7
COc1cc(OC)c(/C=N/NC(=O)c2ccc(Cn3nc([N+](=O)[O-])cc3C)cc2)c(OC)c1
→ 1.2 | -9.0 | 2.2 | 2.7
CCc1ccc(N2CN(CCc3ccccc3)CNC2=S)cc1
→ 2.4 | -5.0 | 3.7 | 0.4
O=C(O)c1cccc(NCc2ccncc2)c1
→ -0.2 | -1.3 | 0.6 | 2.1
CCOC(=O)C1=C(C)N(CCCCCC(=O)O)C(=O)NC1c1ccccc1OC(=O)c1cccs1 (centres undefined)
→ 0.2 | -2.1 | 6.3 | 1.8
CC(CCCN(C)C)C(Cc1ccccc1)c1ccccc1 (centres undefined)
→ 0.6 | 72.5 | 0.6 | 2.2
O=C(CSc1nncn1-c1ccccc1)Nc1cccc(S(=O)(=O)N2CCCCC2)c1
→ -1.0 | 18.5 | 1.0 | 3.8
FC(F)(F)c1ccc(C2[C@H]3CN(Cc4ccc(-c5ccccc5)cc4)[C@H](c4ccccc4)C34CC2(c2cccnc2)C4)cc1 (some centres undefined)
→ 2.7 | -17.5 | 2.3 | 3.1
COc1cccc(CN2CCN(S(=O)(=O)c3ccccc3)CC2)c1OC
→ -0.8 | 9.3 | 0.4 | 2.5
CCCc1cc(NCCCO)n2c(nc3ccccc32)c1C#N
→ 1.7 | -15.8 | 4.3 | 2.1
CC(C)NC(=O)c1sc2nc(-c3cccs3)cc(-c3cccs3)c2c1N
→ -0.2 | -6.6 | -1.4 | 0.3
COC(=O)c1n[nH]n(-c2ccc(F)c(Cl)c2)c1=O
→ 3.9 | 6.2 | 2.4 | 1.1
CCOC(=O)c1nnn2c1nc(SCC(C)=O)c1ccccc12
→ -0.8 | 1.6 | 0.9 | 0.1
C/C(=N\NC(=O)c1ccccn1)c1ccc(Cl)cc1
→ -0.7 | -8.9 | 3.3 | 1.2
Cc1cc(C(=O)O/N=C(\N)c2ccc(C(C)(C)C)cc2)no1
→ -2.1 | -1.8 | -3.5 | 2.6

Other records follow.
Results follow in this order: Ecoli viability | SUMO Mot1 rescue | AddAB inh | phage Ecoli inh
CC(=O)c1sccc1NC(=O)CC(C)(C)CC(=O)O
→ -0.3 | -12.5 | 3.8 | -1.3
O=C1C2C3CC(C(Br)C3Br)C2C(=O)N1c1nccs1 (centres undefined)
→ -1.2 | 3.3 | 3.1 | 2.5
CCOC(=O)C1=C(COc2ccccc2)NC(=O)NC1c1ccc2ccccc2c1 (centres undefined)
→ 0.3 | -10.1 | 1.8 | -0.2
O=C(Nc1ccc2c(c1)OCO2)[C@@H]1[C@@H]2C(=O)N(C3CCCCC3)C(=O)[C@@H]2C2c3ccccc3C=CN21 (some centres undefined)
→ -1.6 | -10.6 | 1.4 | 1.5

Screens: PubChem BioAssay, several laboratories
